FadD28 FP inh – inhibitors of Mycobacterium tuberculosis FadD28 bisubstrate binding; FadD28 bisubstrate probe binding, fluorescence polarization; inhibition, % at 12.5 µM; 360,000 compounds, 0.22% hits; in the data active means inhibition above about 8.5%, passing the limit was not always enough; inconclusive means no clear call, values can overlap the other calls
Anthrax LF prot – blocks Bacillus anthracis lethal factor protease; P15917; multiplex microsphere protease cleavage assay, LF; inhibition, % at 10 µM; 360,000 compounds, 0.12% hits; AID 588501; further: plate controls were buffer without enzyme for full effect and enzyme alone for no effect
BoNT-A LC inh2 – BoNT A light chain protease inhibition; multiplex microsphere protease substrate cleavage, flow cytometry; inhibition, % at 10 µM; 360,000 compounds, 0.17% hits; AID 588499; further: plate controls were buffer without enzyme for full effect and enzyme alone for no effect
PfHsp40 yeast – restores yeast growth despite PfHsp40 toxicity. S. cerevisiae expressing PfHsp40, growth rescue, ATP luminescence. 340,000 compounds, 0.68% hits. AID 504582. growth rescue, % at 12.5 µM; in the data active means growth rescue above about 28%, passing the limit was not always enough; inconclusive means no clear call, values can overlap the other calls;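 further: yeast W303a lacking pdr1 and pdr3 grown in galactose medium; growth measured after three days at 30 °C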
CCHF vOTU inh – CCHFV vOTU protease inhibition | Pep-AMC fluorescence | inhibition, % at 11.5 µM | 370,000 compounds, 0.55% hits; in the data active means inhibition above about 30%; further: 0% = vehicle wells with enzyme and 100% = no enzyme wells
BoNT F protease – blocks Botulinum neurotoxin F light chain protease; Multiplex microsphere protease cleavage assay, flow cytometry; inhibition, % at 10 µM; 360,000 compounds, 0.22% hits; in the data active means inhibition above about 35%, passing the limit was not always enough; inconclusive means no clear call, values can overlap the other calls; further: plate controls were buffer without enzyme for full effect and enzyme alone for no effect
Y pestis TopoI – inhibitors of Yersinia pestis topoisomerase I. activity, % at 10 µM. Y. pestis Topo-I cleavage product accumulation, plate reader. 360,000 compounds, 0.064% hits; in the data active means activity above about 50%, passing the limit was not always enough; inconclusive means no clear call, values can overlap the other calls; further: inactives centre near 2
TcdB GH inh – blocks C. difficile toxin B glycohydrolase activity; P18177; TcdB glycohydrolase enzymatic assay, plate reader; inhibition, % at 9.99 µM; 350,000 compounds, 0.24% hits; AID 652162; in the data active means inhibition above about 10%
Target sequence (P18177 whole entry, looked up): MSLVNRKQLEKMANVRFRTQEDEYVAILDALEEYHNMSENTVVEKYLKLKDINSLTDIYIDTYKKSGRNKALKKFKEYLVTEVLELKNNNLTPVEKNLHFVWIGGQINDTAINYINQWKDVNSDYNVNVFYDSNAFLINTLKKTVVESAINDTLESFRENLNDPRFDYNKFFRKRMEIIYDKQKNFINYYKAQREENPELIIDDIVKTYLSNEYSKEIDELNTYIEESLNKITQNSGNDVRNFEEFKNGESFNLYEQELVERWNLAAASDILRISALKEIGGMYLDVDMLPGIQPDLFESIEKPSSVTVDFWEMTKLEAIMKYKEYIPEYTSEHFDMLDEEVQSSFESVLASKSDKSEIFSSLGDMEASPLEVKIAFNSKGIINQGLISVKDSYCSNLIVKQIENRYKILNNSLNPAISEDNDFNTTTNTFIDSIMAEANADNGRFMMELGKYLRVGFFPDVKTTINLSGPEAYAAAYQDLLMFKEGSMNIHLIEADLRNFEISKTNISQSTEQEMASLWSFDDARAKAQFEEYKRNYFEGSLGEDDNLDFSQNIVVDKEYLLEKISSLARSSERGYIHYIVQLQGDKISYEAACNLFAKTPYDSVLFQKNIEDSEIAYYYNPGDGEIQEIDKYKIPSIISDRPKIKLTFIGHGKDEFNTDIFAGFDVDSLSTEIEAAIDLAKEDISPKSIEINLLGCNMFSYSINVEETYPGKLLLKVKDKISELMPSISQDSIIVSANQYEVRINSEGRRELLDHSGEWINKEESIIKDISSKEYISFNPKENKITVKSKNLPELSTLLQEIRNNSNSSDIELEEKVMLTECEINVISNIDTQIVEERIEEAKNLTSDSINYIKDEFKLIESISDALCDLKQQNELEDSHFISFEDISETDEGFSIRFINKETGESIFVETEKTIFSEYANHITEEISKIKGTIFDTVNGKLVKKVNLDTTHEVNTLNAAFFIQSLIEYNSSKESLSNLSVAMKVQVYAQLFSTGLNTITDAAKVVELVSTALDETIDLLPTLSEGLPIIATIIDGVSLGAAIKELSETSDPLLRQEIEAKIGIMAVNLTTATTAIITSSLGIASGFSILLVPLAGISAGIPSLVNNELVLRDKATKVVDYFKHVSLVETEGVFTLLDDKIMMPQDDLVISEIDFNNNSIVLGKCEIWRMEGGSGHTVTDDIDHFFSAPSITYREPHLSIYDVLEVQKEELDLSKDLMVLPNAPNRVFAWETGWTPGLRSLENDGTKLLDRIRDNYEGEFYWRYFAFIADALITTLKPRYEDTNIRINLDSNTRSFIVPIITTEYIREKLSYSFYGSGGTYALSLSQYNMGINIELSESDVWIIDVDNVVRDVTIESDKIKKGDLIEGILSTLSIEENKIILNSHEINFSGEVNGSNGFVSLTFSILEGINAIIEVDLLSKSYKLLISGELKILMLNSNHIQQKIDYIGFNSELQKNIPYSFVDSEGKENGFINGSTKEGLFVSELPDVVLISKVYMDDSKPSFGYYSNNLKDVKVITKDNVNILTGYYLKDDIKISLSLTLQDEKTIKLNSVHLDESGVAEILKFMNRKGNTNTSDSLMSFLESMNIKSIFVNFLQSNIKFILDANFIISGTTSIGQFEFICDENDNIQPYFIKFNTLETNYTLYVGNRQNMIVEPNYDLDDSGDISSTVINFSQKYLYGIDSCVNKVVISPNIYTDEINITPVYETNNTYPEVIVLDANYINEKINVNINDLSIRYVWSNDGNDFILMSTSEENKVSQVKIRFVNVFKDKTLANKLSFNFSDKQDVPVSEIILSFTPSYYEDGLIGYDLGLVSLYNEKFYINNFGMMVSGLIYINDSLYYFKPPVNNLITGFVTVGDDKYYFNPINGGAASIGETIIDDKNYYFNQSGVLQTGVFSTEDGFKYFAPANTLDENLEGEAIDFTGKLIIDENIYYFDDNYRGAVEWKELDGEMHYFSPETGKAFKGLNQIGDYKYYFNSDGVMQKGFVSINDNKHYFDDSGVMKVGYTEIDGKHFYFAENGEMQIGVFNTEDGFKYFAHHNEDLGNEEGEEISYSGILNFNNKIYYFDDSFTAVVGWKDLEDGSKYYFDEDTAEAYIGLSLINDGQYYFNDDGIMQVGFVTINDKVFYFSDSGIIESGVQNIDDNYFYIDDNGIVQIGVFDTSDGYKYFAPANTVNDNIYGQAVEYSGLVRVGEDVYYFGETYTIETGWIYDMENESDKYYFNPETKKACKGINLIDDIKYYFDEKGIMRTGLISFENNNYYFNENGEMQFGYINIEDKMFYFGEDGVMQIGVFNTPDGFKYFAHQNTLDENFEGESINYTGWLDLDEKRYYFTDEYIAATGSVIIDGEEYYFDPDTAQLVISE
PrPC surface inh – reduces human prion protein on the cell surface | cell surface PrPC, TR-FRET read-out | inhibition, % at 13.8 µM | 370,000 compounds, 0.43% hits | AID 720596; in the data active means inhibition above about 24%; further: 0% = median of the test wells and 100% = reference compound wells
* marks the source's active call; other numbers are inactive results; ? = inconclusive; / = no result given; & = joins results of further samples. Unless noted, no stated cut-off is given here; in the data, active means inhibition above about 30%; inconclusive means no clear call, values can overlap the other calls; inactive means below that.

SMILES	FadD28 FP inh	Anthrax LF prot	BoNT-A LC inh2	PfHsp40 yeast	CCHF vOTU inh	BoNT F protease	Y pestis TopoI	TcdB GH inh	PrPC surface inh
CC(OC(=O)CCN1C(=O)C2CC=CCC2C1=O)C(=O)Nc1ccc(F)cc1 (stereo not given)	1.1	?	?	0.3	0.8	?	-5.2	1.0	-2.3
CN(C(=O)COC(=O)C1COc2ccccc2O1)C1(C#N)CCCCC1 (stereo not given)	-2.3	-6.5	-1.2	1.3	-9.4	-7.3	-2.9	2.4	0.8
c1ccc2c(c1)nc(NCc1ccc3c(c1)OCO3)n2CCN1CCOCC1	-0.9	-0.6	-0.5	0.3	11.3	1.7	-7.4	1.2	-5.8
COC(=O)c1[nH]c(C)c(/C(O)=C2\C(=O)C(=O)N(CCN3CCOCC3)C2c2ccco2)c1C (stereo not given)	-3.2	-4.3	-3.1	-0.1	3.5	?	-7.7	-0.1	2.9
CC(=O)OC1OCCOC1NC(=S)Nc1cccc(C(F)(F)F)c1 (stereo not given)	-2.2	3.1	-1.3	0.9	7.3	-2.2	-0.9	0.7	1.5
COCCNc1nc(Nc2ccccc2Cl)c2sccc2n1	-1.9	2.0	0.1	/	-1.5	6.9	8.7	0.5	13.1
O=C(CN1C(=O)C2CCCCC2C1=O)OCc1nnc(-c2ccccc2)o1 (stereo not given)	-5.1	0.2	0.0	-2.2	-3.8	-4.2	2.6	0.3	3.9
COC(=O)c1cc(S(=O)(=O)N2CCC(c3cc(OC)ccc3OC)C2)c[nH]1 (stereo not given)	-1.6	1.4	-0.8	-0.6	17.3	-4.6	0.0	1.7	17.0
CC1(C)CC(=O)C2=C(C1)N(c1ccccc1)C(N)=C(C#N)C2c1ccsc1 (stereo not given)	-1.4	1.5	-0.4	0.2	-3.5	-5.2	0.6	/	2.4
CC(=O)c1ccc(O)c(CSC2=NCCS2)c1	-0.4	1.3	-0.3	0.4	5.8	-0.7	7.2	0.3	-5.1
CCc1ccc2[nH]c(=O)c(C(c3nnnn3CCOC)N3CCN(c4ccc(F)cc4)CC3)cc2c1 (stereo not given)	-2.4	-2.1	-0.5	-0.3	1.4	-9.1	21.6	/	-2.5
COC(=O)c1[nH]c2ccccc2c1NC(=O)Oc1ccccc1	-3.4	-1.3	0.9	0.1	3.5	7.8	-3.7	/	-9.0
Cc1ccc(NC(=O)c2ccc3c(c2)OCO3)cc1S(=O)(=O)N1CCOCC1	-4.5	-3.5	3.7	0.0	-4.4	2.1	-2.0	-0.5	-6.2
CCCC(=O)N/C(N)=N/c1nc(C)c2cc(C)ccc2n1	0.1	-7.6	-0.2	/	-0.3	-12.9	6.2	0.7	-0.2
CCOc1ccc(-c2nc(C#N)c(N3CCN(C)CC3)o2)cc1	-0.5	-5.4	0.4	-1.2	-24.4	-14.2	4.5	0.0	-1.5
O=C(CSc1nc2ccccc2[nH]1)Nc1ccc(N2CCOCC2)cc1	-1.9	-0.4	0.6	-0.8	-10.2	-3.2	-1.7	-2.4	1.0
Cc1ccc2c(c1)COc1c3ccc(C(=O)O)cc3nn1-2	-1.0	-2.9	-0.5	0.0	-4.3	4.6	1.9	-1.4	-5.4
Cc1cccc(Cn2c(C(C)O)nc3ccccc32)c1 (stereo not given)	-0.7	-2.1	-0.5	1.4	-14.8	5.1	8.8	/	0.9
COc1ccc(S(=O)(=O)N2CCCC2CNC(=O)C(=O)NCc2ccc(C)cc2)cc1 (stereo not given)	-5.2	/	/	0.1	-4.7	/	23.1	2.2	5.6
COc1ccccc1CNC(=O)C1CCN(S(=O)(=O)c2ccc(N3CCCC3=O)cc2)CC1	-0.7	-2.5	-1.9	0.0	5.0	0.6	24.7	-0.5	3.8
Cc1cc(O)cc(=O)n1Cc1ccco1	-2.3	-6.0	-0.6	0.8	-4.0	-9.1	2.5	/	0.1
CSc1ccc(S(=O)(=O)N2CCC(C(=O)NCc3ccco3)CC2)cc1	0.2	0.9	0.3	-0.7	10.2	2.5	0.8	-0.6	0.5
O=C(Nc1nc2cc(Cl)ccc2s1)C1CCCN(S(=O)(=O)c2cccc3cccnc23)C1 (stereo not given)	0.0	-9.3	-0.7	1.4	/	-4.4	1.4	/	/
COc1ccc(CN(C)CC(=O)Nc2ccccc2C(=O)NC2CC2)cc1	-0.4	-1.6	-1.3	0.1	-6.5	0.3	-4.2	-2.9	-1.7
CCC(=O)N(Cc1cc2ccccc2[nH]c1=O)C(C)C	-4.5	2.1	-0.8	0.6	13.7	2.0	4.6	1.4	2.5
CC1(C)CC(NC(=O)c2cc(S(=O)(=O)N3CCOCC3)ccc2Cl)CC(C)(C)N1	0.7	/	/	-1.1	-8.4	/	7.2	-0.1	2.9
CCOc1ccc(S(=O)(=O)N2CCCC(C(=O)Nc3cc(C)cc(C)c3)C2)cc1 (stereo not given)	-3.1	3.2	-3.5	2.1	-14.6	-27.8	8.3	0.4	5.2
CN(Cc1ccco1)C(=O)c1c[nH]c2ccc(S(=O)(=O)Nc3ccc4c(c3)OCCO4)cc2c1=O	-4.8	-0.6	-0.2	-1.0	10.4	1.5	1.3	-0.4	1.1
Cc1ccc(NC(=O)C2(C)CCN2Cc2csc3ccccc23)cc1 (stereo not given)	-3.3	2.6	-0.3	/	4.6	-2.6	20.2	0.9	-7.2
CC(=O)Nc1ccc(S(=O)(=O)N2CCC(N3CCCCC3)CC2)cc1	-3.0	-0.8	-1.9	1.9	-19.8	28.3	2.6	1.0	1.6

Part of the list above, limited to Anthrax LF prot, BoNT-A LC inh2 and Y pestis TopoI:
| mol | Anthrax LF prot | BoNT-A LC inh2 | Y pestis TopoI |
| --- | --- | --- | --- |
| Cc1ccc2c(c1)COc1c3ccc(C(=O)O)cc3nn1-2 | -2.9 | -0.5 | 1.9 |
| Cc1cccc(Cn2c(C(C)O)nc3ccccc32)c1 (stereo not given) | -2.1 | -0.5 | 8.8 |

(list continues)
SMILES	FadD28 FP inh	Anthrax LF prot	BoNT-A LC inh2	PfHsp40 yeast	CCHF vOTU inh	BoNT F protease	Y pestis TopoI	TcdB GH inh	PrPC surface inh
S=c1[nH]nc(C2CCCCC2)n1Cc1ccccc1	-2.2	0.5	0.1	-0.3	-1.7	-1.3	2.8	-0.5	-2.2
O=C1O/C(=C/c2ccccc2)c2ccccc21	-7.4	0.1	-0.6	3.4	-15.7	-3.0	2.9	0.1	0.5
COCCNC(=O)c1onc(CSc2ccc(F)cc2)c1C(=O)NCCOC	-0.9	-5.3	-0.6	-1.0	-5.7	-9.4	12.2	1.6	7.3
Cc1cc(/C=C2\C(=N)N3N=C(CC(=O)N4CCOCC4)SC3=NC2=O)c(C)n1Cc1ccccc1	0.2	7.0	-0.3	/	5.5	7.6	20.7	2.3	2.1
CC(O)CNC1c2ccccc2CC1O (stereo not given)	-1.8	0.7	-0.4	-0.2	-18.7	-4.8	5.1	2.3	0.1
N#CC(c1cccnc1)N1CCOCC1 (stereo not given)	/	-5.0	-5.1	0.1	11.6	-22.7	-5.0	0.7	-4.9
C[C@@H]1CCCCO[C@@H](CN(C)C(=O)CCCN(C)C)[C@@H](C)CN([C@H](C)CO)C(=O)c2cc(N(C)C)ccc2O1	-1.9	2.5	0.4	/	-5.5	-6.2	/	-17.6&-5.4&-13.5	-0.6
CS(=O)(=O)CCC(C(=O)OCC(=O)c1ccc(Cl)cc1)N1C(=O)c2ccccc2C1=O (stereo not given)	-3.2	1.9	-0.4	-0.1	8.2	2.6	24.5	2.0	5.0
O=C(NC(=S)Nc1ccccn1)c1ccco1	0.4	-0.1	0.3	-0.5	-16.2	5.9	-1.5	/	12.0
O=c1oc2c(CN3CCOCC3)c(O)ccc2c2c1CCCC2	-0.3	-5.1	-0.4	0.6	-194.0	-1.2	3.2	/	4.2
Cc1ccccc1NC(=O)c1cccc(S(=O)(=O)N2CCCCC2)c1	0.7	5.8	-0.9	-0.4	3.7	12.9	1.5	1.0	10.8
CCc1ccc(/C(C)=N/Nc2cc(Cl)nc(C)n2)cc1	-2.6	-5.4	-0.4	1.9	0.7	-19.9	-0.5	/	-5.7
CCCc1nnc(NC(=O)c2ccncc2)s1	-0.5	-0.1	0.8	0.1	11.3	-5.5	6.7	-0.6	8.4
O=C(NNc1ccccc1[N+](=O)[O-])Nc1ccccc1	-2.9	0.5	?	-1.4	/	-0.7	0.3	-0.8	/
NC(=O)CC(NC(=O)Cc1cccc2ccccc12)c1ccc(NC2CCC2)c([N+](=O)[O-])c1 (stereo not given)	-1.1	-1.1	-0.5	-0.9	-0.4	-0.5	19.7	0.4	-20.3
CC(=O)N1CCc2nc3ccccc3cc21	-1.4	-6.5	-0.1	/	-3.4	-6.0	1.8	1.1	-3.5
Cc1ccc(CSC2=Nc3ccccc3C3=NC(CCC(=O)NCc4ccco4)C(=O)N23)cc1 (stereo not given)	-1.4	-10.7	1.3	2.8	-8.1	13.1	27.9	/	-6.5
CNC(=O)Nc1ccc(S(N)(=O)=O)cc1	-1.0	-2.6	-1.7	0.5	-3.6	-14.1	-0.3	0.9	1.0
CC(C)CCN1C(N(C)C)=NC[C@@H]1C	0.0	-0.1	-0.1	-0.8	1.3	0.6	3.2	-0.5	-1.5
N#Cc1ccccc1CN1C(=O)NC(Cc2c[nH]c3ccccc23)C1=O (stereo not given)	-1.5	2.6	0.7	-1.1	2.4	-9.3	-7.7	1.5	-4.6
COc1cccc(NC(=S)N(CCN(C)C)C(C)c2ccco2)c1 (stereo not given)	-0.4	-1.0	-0.7	-1.6	-14.2	-1.7	3.9	/	9.0
Cc1ccc(/C(O)=C/C(=O)C(=O)NNC(=O)C(O)(c2ccccc2)c2ccccc2)cc1	-4.2	0.0	-0.3	1.5	-2.5	-0.5	8.2	/	-4.4
Cc1cccc(N2C(=O)CN(Cc3ccccc3)C2=S)c1	-2.6	-0.1	1.3	-0.5	15.2	25.9	-0.9	-1.8	10.9
O=C(COc1ccc2ccccc2c1)NNC(=O)Nc1ccc(F)cc1F	-1.3	0.6	0.9	1.7	7.0	7.5	9.2	2.3	4.8
COc1ccc2c(C)c(CC(=O)N3C[C@H]4C[C@@H](C3)c3cccc(=O)n3C4)c(=O)oc2c1	-3.7	0.9	-1.0	-0.6	-33.9	-8.9	4.0	-0.1	-8.5
CCCOc1ccc(CCC(=O)N/N=C/c2ccco2)cc1	1.7	-5.2	0.2	/	-7.7	-2.7	-0.8	0.3	4.3
O=C(NCCc1ccccc1)c1ccc(Cl)c([N+](=O)[O-])c1	-4.7	-0.2	0.6	2.9	7.7	10.3	8.9	/	-24.9
CCCCC(=O)Nc1ccc(N2CCCC2)cc1	-2.2	-27.8	-0.1	6.5	21.3	-130.7	-1.7	/	-5.9
COc1ccccc1C(=O)NC(=O)COC(=O)CCS(=O)(=O)c1ccc(C)cc1	-2.1	1.1	3.2	0.2	-3.3	-0.5	23.4	-0.3	5.1
COc1ccc(C(=O)c2sc3nc(-c4ccccc4)ccc3c2N)cc1OC	-3.3	4.4	10.8	0.5	-3.1	0.1	-0.5	/	-10.8
O=C1c2cccc(OCC(=O)N3CCCc4ccccc43)c2CCN1Cc1cccnc1	-0.7	-4.3	0.1	1.2	7.5	2.5	-4.7	-0.5	10.8
CCOC(=O)/C(C#N)=C/Nc1ccsc1C(=O)OC	-1.3	-2.2	-1.8	-0.9	0.9	?	10.3	-1.3	1.3
O=C(CSC1=Nc2ccccc2C2=NC(CC(=O)NCc3ccco3)C(=O)N12)NCC1CCCO1 (stereo not given)	-4.4	5.9	3.1	-1.5	-14.2	26.5	-11.1	/	-1.9
Cc1cc(-c2nc(C)c(C(=O)NN)s2)no1	-3.3	2.9	?	-0.6	1.0	?	2.5	-2.1	0.9
Cc1ccc(CN2CCNC(=O)C2CC(=O)N2CCN(c3ncccn3)CC2)o1 (stereo not given)	-1.6	-2.8	-0.7	-0.1	19.5	-0.9	6.1	-1.4	-3.4
COc1cccc(N2CCN(C(=O)CCS(=O)(=O)c3ccc4c(c3)oc(=O)n4C)CC2)c1	-1.2	-2.8	0.7	-1.2	3.5	-1.5	7.5	3.1	-2.7

Assay outcomes as filed in PubChem.
